From PubChem
SUMO Mot1 rescue = SUMOylation pathway inhibition by Mot1-301 growth rescue. S. cerevisiae Mot1-301 growth rescue, ATP luminescence, 38.5C; percent above DMSO median, 100 means doubled. hit rate 1% among 320,000. growth rescue, % at 18.8 µM;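 active means every valid replicate shows activation above 250% relative to neutral control wells; inactive means the rest, any valid replicate at or below 250%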;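 further: OY570 slx delta 5 strain wells were the positive control but not used for scaling; some compounds called inactive have numbers as strong as hits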
PfHsp90 yeast 2 = inhibits growth of yeast expressing Plasmodium falciparum Hsp90 | hit rate 0.32% among 310,000 | inhibition, % at 9.4 µM | S. cerevisiae expressing PfHsp90, BacTiter-Glo ATP, 48 h; yeast lacking PDR1 and PDR3 efflux regulators;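 active means every replicate shows inhibition above about 80%, whatever the replicate mean, limit read from the data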;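 further: 0% = DMSO neutral controls and 100% = 20 µM radicicol positive controls; yeast relying on Plasmodium falciparum Hsp90 in place of its own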
phage Ecoli inh = E. coli growth loss with phage present. growth absorbance. inhibition, % at 11.9 µM. hit rate 0.26% among 360,000. AID 651602; in the data active means inhibition above about 11%
OPRM1-OPRD1 ag = agonists of human mu-delta opioid receptor heterodimerization. P35372+P41143. cells, OPRM1-OPRD1 heterodimerization, luminescence. activation, % at 9.3 µM. hit rate 0.3% among 340,000. AID 504326; in the data active means activation above about 18%;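 further: 0% = vehicle-treated cells and 100% = reference agonist; values of inactives mirror those of a sister screen read the other way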
Target sequence (P35372 whole entry, looked up): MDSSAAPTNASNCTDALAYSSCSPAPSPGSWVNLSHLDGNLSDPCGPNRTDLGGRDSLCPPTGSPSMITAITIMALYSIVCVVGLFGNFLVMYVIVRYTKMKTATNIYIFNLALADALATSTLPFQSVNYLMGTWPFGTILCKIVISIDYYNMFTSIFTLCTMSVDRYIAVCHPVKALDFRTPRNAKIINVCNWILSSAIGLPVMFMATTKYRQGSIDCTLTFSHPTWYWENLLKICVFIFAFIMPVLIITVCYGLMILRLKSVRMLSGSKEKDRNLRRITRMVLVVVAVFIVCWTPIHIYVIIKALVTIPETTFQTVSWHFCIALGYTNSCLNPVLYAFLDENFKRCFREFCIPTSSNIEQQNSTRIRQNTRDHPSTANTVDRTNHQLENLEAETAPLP
Target sequence (P41143 whole entry, looked up): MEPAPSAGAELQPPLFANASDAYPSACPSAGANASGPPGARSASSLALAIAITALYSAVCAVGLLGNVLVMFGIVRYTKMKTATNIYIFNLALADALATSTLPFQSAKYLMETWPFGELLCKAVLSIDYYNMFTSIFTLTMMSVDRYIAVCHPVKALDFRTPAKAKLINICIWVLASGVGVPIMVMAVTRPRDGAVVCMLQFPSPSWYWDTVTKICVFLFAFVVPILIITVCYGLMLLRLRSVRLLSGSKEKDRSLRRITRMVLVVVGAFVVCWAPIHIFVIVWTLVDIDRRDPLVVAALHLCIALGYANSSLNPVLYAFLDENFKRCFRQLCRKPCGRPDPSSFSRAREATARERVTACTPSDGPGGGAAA
Arr AP2 block = blocks beta-arrestin peptide binding to AP2 adaptin; FITC-arrestin peptide / GST-AP2 beads, flow cytometry; AP2 beta2 appendage carries R879A mutation; inhibition, % at 10 µM; hit rate 0.31% among 340,000; AID 504490;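 active means inhibition above a set limit, near 3 SD of compounds lacking own fluorescence, cut at about 54% in these data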;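 further: plate controls were DMSO wells for no effect and 5 µM unlabelled arrestin peptide for full effect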
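system = GST-tagged AP2 beta2-adaptin appendage (R879A) on 4 µm glutathione beads | reagent = FITC-labelled arrestin peptide probe, 50 nM final | schedule = compound with beads 12 min RT, then probe 1 h RT | signal = HyperCyt-sampled flow cytometry, FL1 channel, ex 488/em 535 nm | read-out = percent response from loss of bead-bound FITC fluorescence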
Tat transport = inhibitors of E. coli Tat protein transport | E. coli MC4100 TorA-mCherry Tat export, fluorescence | inhibition, % at 10 µM | hit rate 0.036% among 340,000;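 active means mean replicate inhibition at least 50% and at least half of replicates individually reaching 50%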;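 further: exported cargo escapes ClpAP degradation while cytoplasmic cargo is degraded and loses fluorescence; 0% = median of neutral control wells and 100% = median of NaSCN control wells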
E coli growth = counter-screen for AddAB inhibitors: E. coli growth inhibition; E. coli V3065 growth, OD600 absorbance, 18 h; inhibition, % at 11.9 µM; hit rate 0.27% among 330,000;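 active means inhibition above the campaign's mean inhibition across all tested compounds plus 3 SD, cut at about 9.9% in these data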;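 further: uninfected addAB+ strain grown without phage in ampicillin broth; 0% = DMSO wells and 100% = ciprofloxacin 0.95 µg/ml wells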
AddAB inh = less growth of phage-infected E. coli with AddAB. E. coli expressing H. pylori AddAB, absorbance growth. inhibition, % at 11.9 µM. hit rate 0.29% among 330,000; in the data active means inhibition above about 12%;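 further: 0% = vehicle wells of infected cells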
PKA-R1A act = PKA-R1A complex activation. P00514+P68181. PKA-R1A dissociation, Cy5-IP20 fluorescence polarization; scaled: DMSO 0%, 113 µM cGMP 100%. activation, % at 11.4 µM. hit rate 0.083% among 340,000. AID 504707;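 active means percent activation above the mean of all tested compounds plus 3 SD, cut at about 19% in these data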;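 further: higher means more PKAc released from R1A so a rise in polarization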
MOR-DOR inv ag = inverse agonists of human mu-delta opioid receptor heterodimerization | inhibition, % at 9.3 µM | AID 504357 | hit rate 0.21% among 340,000 | cell-based MOR-DOR heterodimer luminescence, inverse agonism; in the data active means inhibition above about 22%, passing the limit was not always enough;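 further: 0% = cells with DMSO and 100% = wells without cells with DMSO; values of inactives mirror those of a sister screen read the other way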
DSG3 Ab inh = human desmoglein-3 autoantibody binding inhibition | P32926 | DSG3-coupled beads, scFv-anti-DSG3-GFP binding, flow cytometry; active compounds read low | binding (percent of control), % at 10 µM | hit rate 0.48% among 310,000 | AID 588358;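 active means binding more than 3 SD below its plate's average and above zero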;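 further: hits lower antibody fragment binding to DSG3; some compounds called inactive have numbers as strong as hits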
* = called active by the depositor; · = no result given.

Each structure is followed by: SUMO Mot1 rescue	PfHsp90 yeast 2	phage Ecoli inh	OPRM1-OPRD1 ag	Arr AP2 block	Tat transport	E coli growth	AddAB inh	PKA-R1A act	MOR-DOR inv ag	DSG3 Ab inh
CCN1C/C(=C/c2sccc2C)c2nc3ccccc3c(C(=O)O)c2C1
 : 16	-24	3.2	-1.3	27	5	-2.1	-1.0	-7	7	94
O=C(CC1C[C@H](C(=O)N2CCOCC2)[C@@]2(CCC3CCCC3)c3[nH]c4ccccc4c3CCN2C1=O)NCCN1CCOCC1 (some centres undefined)
 : 9	-8	-1.2	-2.9	-2	1	-0.2	1.3	-14	14	92
C=CCOC(=O)C1=C(C)NC(=O)NC1c1cn(-c2ccccc2)nc1-c1cccs1 (centres undefined)
 : 188	-14	2.5	-2.3	30	2	4.2	-0.5	7	13	104
O=C(Nc1ccccc1Br)c1ccc(OC(=S)N2CCOCC2)cc1
 : -9	-22	5.2	-2.0	9	-3	-1.0	-0.7	-13	11	98
O=C(Nc1ccc(Oc2ccccc2)nc1)C1CCN(Cc2cccc(F)c2)CC1
 : 105	13	-0.2	-4.1	-11	2	0.8	3.9	-1	21	108
CC(C)(C)OC(=O)N(CCc1ccccc1)Cc1ccccc1OCc1cccc(NC(=O)/C=C/c2ccccc2)c1
 : ·	-4	2.8	-0.7	25	-5	·	·	-8	3	95
CCNS(=O)(=O)c1ccc(CCC(=O)N2CCC(C)CC2)cc1
 : -7	19	0.5	-2.3	10	1	·	·	6	12	94
O=C1COc2ccc(C(=O)COC(=O)/C=C/c3cccc(F)c3)cc2N1
 : -1	-17	2.3	-0.6	18	4	-3.6	-0.7	0	3	94
O=C(c1ccc([N+](=O)[O-])cc1)N(Cc1ccccc1)Cc1ccccc1
 : ·	·	1.9	2.6	-4	1	·	·	-3	-14	89
O=c1c2cc(NC(=S)N3CCCC3)ccc2nc2n1CCCCC2
 : -9	·	-0.3	-0.2	-10	7	0.2	4.0	-6	1	124
COc1ccc(CCNc2nc(-c3ccccn3)cs2)cc1OC
 : 2	25	-3.0	-1.6	1	-2	-3.6	-3.2	-3	8	90
OCCNCc1cc(Br)ccc1OCc1ccccc1
 : -6	5	2.6	-1.1	-2	-5	-0.6	-1.5	8	6	113
COC(=O)C(NC(=O)C(CC(C)C)NC(=O)C1CCC(C)CC1)C(C)C (centres undefined)
 : 20	·	1.8	-2.1	5	-2	-0.6	2.6	-8	12	97
C[C@H]1CN([C@@H](C)CO)C(=O)Cc2cc(NC(=O)CCC(F)(F)F)ccc2O[C@H]1CN(C)Cc1ccc(C(F)(F)F)cc1
 : -12	1	1.4	3.4	4	7	-2.5	1.1	-1	-19	101
Cc1cccc(OC(=O)c2cn(C)nc2C(F)(F)F)c1C
 : -1	-20	3.7	1.1	4	-2	2.0	1.6	-4	-4	102
S=c1sc2c(N3CCOCC3)ncnc2n1-c1ccccc1
 : 32	8	2.1	-1.7	-6	0	-0.2	6.4	-3	9	106
Cc1nc(-c2c(C(=O)NNC(=O)Nc3c(C)cccc3C)noc2C)cs1
 : -6	-53	1.5	-1.5	4	-2	2.1	3.1	1	8	107
O=C(NCc1ccccc1)c1ccco1
 : 12	-16	2.7	-4.2	-4	0	-0.6	0.2	-13	21	103
O=c1cc(CNc2ccc(Br)cc2)nc2sccn12
 : 110	-10	2.9	-3.6	6	0	1.0	-0.3	-10	19	99
COc1ccc(CNC(=O)[C@@H](NC(=O)C2CCN(C(=O)[C@@H](N)CCSC)CC2)C(C)C)cc1
 : 230	6	2.8	-1.7	4	-8	-0.3	4.7	-1	8	105
COC(=O)Cn1c2ccc(OC)cc2c2nc3ccccc3nc21
 : 121	-157	3.4	-2.6	3	-4	1.9	1.0	-15	11	105
CC(C)N(C(=O)COC(=O)CNS(=O)(=O)c1ccccc1F)c1ccccc1
 : 9	22	1.4	-3.1	10	-5	0.2	2.1	-7	16	97
O=C(O)c1ccc(C2CCCCC2)cn1
 : 7	59	0.5	-2.0	-4	2	-4.4	1.1	-8	11	·
O=C(c1ccc(OC2CCN(C(=O)c3cccnc3)CC2)cc1)N1CCCCCC1
 : -21	-10	5.0	1.4	2	-3	-0.2	0.7	1	-7	98
COc1cccc(N(CC(=O)Nc2ccc3c(c2)OCO3)S(=O)(=O)c2ccccc2)c1
 : -11	·	1.5	0.3	0	-2	-0.4	2.4	-7	-2	109
COc1ccc(CC(=O)Nc2nnc(C)s2)cc1
 : -1	32	2.4	-0.8	0	-2	-2.8	0.8	-6	5	100
O=C(Nc1ccccc1)Nc1nnc(/C=C/c2ccccc2Cl)s1
 : -4	19	0.0	3.4	-24	-5	-0.3	1.9	7	-15	105
CCN(/N=C/c1cccs1)c1cc(=O)n(C)c(=O)[nH]1
 : 396	-1	1.2	-0.1	-13	1	-1.4	1.2	0	1	·
O=C(COC(=O)C12CC3CC(CC(C3)C1)C2)Nc1ncc(Cl)cc1Cl
 : 6	-4	0.7	3.1	27	0	1.5	3.4	1	-16	70
Cc1cccc(C2=NN(c3ccccc3)[C@@H](C(=O)N3CCOC3=O)[C@@H]2c2ccc(Cl)cc2)c1
 : ·	-14	-0.7	1.5	-8	-2	-0.2	3.5	-5	-8	97
COc1ccc(CCNC(=O)C2(C)CCC(=O)N2Cc2ccc(F)cc2Cl)cc1OC (centres undefined)
 : 5	-10	-1.7	-3.7	-4	3	-1.9	0.3	4	17	99
Cn1c2ccccc2c2cnn(CC(=O)N3CCCCC3)c(=O)c21
 : -5	6	2.6	-1.8	-1	3	2.4	1.3	8	10	100
Cc1cc(C)c(S(=O)(=O)CCC(C)C)c(=O)[nH]1
 : -7	11	5.5	-2.5	-16	28	-4.0	0.0	-4	13	104
COC(=O)/C=C1/N/C(=N\c2nc(C)cc(C)n2)N(c2ccc(Cl)cc2)C1=O
 : 1	-2	4.0	-0.4	0	5	-2.2	0.2	4	2	·
Cn1cnc(S(=O)(=O)NC2CCN(Cc3ccccc3)CC2)c1
 : 2	-34	-1.8	-3.0	-17	1	-0.2	0.1	0	16	·
Cc1ccccc1NC(=O)Cc1nnc(SCc2ccc(Cl)c(Cl)c2)n1C
 : -12	9	2.6	0.5	-1	7	-1.3	2.8	-13	-2	101
CC(=O)c1cccc(NC(=O)C2CCCC2)c1
 : 8	11	2.1	-2.1	-4	-1	-0.5	2.7	-7	12	103
COC(=O)c1ccc(CSc2nc(C(F)(F)F)c3c(c2C#N)CCC3)o1
 : -16	-10	-0.5	-1.0	-16	14	1.5	-1.0	-3	5	98
COc1ccc(C2=NOC(C(=O)N3CCCCCC3)C2)cc1OC (centres undefined)
 : -5	1	·	-0.5	-12	-3	-0.5	0.6	0	3	101
Cc1ccc2c(c1)N(CC(=O)NC1CCCC(C)C1C)C(=O)c1cccnc1O2 (centres undefined)
 : -6	19	1.5	-1.0	27	6	-1.9	5.0	-3	5	108

Compound profiles, as listed above. Order of values: SUMO Mot1 rescue	PfHsp90 yeast 2	phage Ecoli inh	OPRM1-OPRD1 ag	Arr AP2 block	Tat transport	E coli growth	AddAB inh	PKA-R1A act	MOR-DOR inv ag	DSG3 Ab inh
Record of O=C(COC(=O)C12CC3CC(CC(C3)C1)C2)Nc1ncc(Cl)cc1Cl → 6	-4	0.7	3.1	27	0	1.5	3.4	1	-16	70
Record of Cc1ccc2c(c1)N(CC(=O)NC1CCCC(C)C1C)C(=O)c1cccnc1O2 (centres undefined) → -6	19	1.5	-1.0	27	6	-1.9	5.0	-3	5	108
Record of O=C(Nc1ccccc1)Nc1nnc(/C=C/c2ccccc2Cl)s1 → -4	19	0.0	3.4	-24	-5	-0.3	1.9	7	-15	105

Given with bars between the fields: 2 of the compounds above
Compound | SUMO Mot1 rescue | PfHsp90 yeast 2 | phage Ecoli inh | OPRM1-OPRD1 ag | Arr AP2 block | Tat transport | E coli growth | AddAB inh | PKA-R1A act | MOR-DOR inv ag | DSG3 Ab inh
O=C(Nc1ccccc1)Nc1nnc(/C=C/c2ccccc2Cl)s1 | -4 | 19 | 0.0 | 3.4 | -24 | -5 | -0.3 | 1.9 | 7 | -15 | 105
CCN(/N=C/c1cccs1)c1cc(=O)n(C)c(=O)[nH]1 | 396 | -1 | 1.2 | -0.1 | -13 | 1 | -1.4 | 1.2 | 0 | 1 | ·

The results go on:
Each structure is followed by: SUMO Mot1 rescue	PfHsp90 yeast 2	phage Ecoli inh	OPRM1-OPRD1 ag	Arr AP2 block	Tat transport	E coli growth	AddAB inh	PKA-R1A act	MOR-DOR inv ag	DSG3 Ab inh
O=C(CNC(=O)c1ccco1)Nc1ccncc1
 : -12	·	4.1	-2.7	24	0	0.6	5.5	0	14	102
CN(CCCNC(=O)c1cn(C)c2ccc(S(=O)(=O)N(C)C)cc2c1=O)c1ccccc1
 : 244	-6	0.3	-3.3	4	1	-1.0	1.9	-3	17	104
CCCCOC(=O)C1=C(C)Nc2ncnn2C1c1cc(OC)ccc1OC (centres undefined)
 : -22	-6	2.6	-0.7	1	3	3.7	1.3	-4	3	95
O=C(Nc1nncs1)c1cc(S(=O)(=O)N2CCOCC2)ccc1Cl
 : -3	8	1.5	0.1	4	-4	-1.6	1.6	6	0	98
CN=c1scc(C)n1/N=C/c1ccc(O)cc1O
 : -2	30	0.8	-0.7	15	-3	0.2	0.7	0	4	97
Cc1ccc(-c2nnc3cccc(Cl)n23)cc1
 : 4	-5	3.2	-2.2	21	-1	3.3	0.3	-8	11	93
COc1ccc(Nc2nc(-c3cccc(OC)c3O)nc3ccccc23)cc1
 : 0	-42	1.9	3.6	12	5	·	·	4	-16	99
COC(=O)c1c(C)oc2ccc(N(C(=O)Oc3ccccc3)S(=O)(=O)c3ccccc3)cc12
 : ·	-11	3.6	-2.2	-6	-1	-0.5	0.7	-3	13	96
COc1ccc(S(=O)(=O)Nc2cccc(S(=O)(=O)NC3=NCCC3)c2)cc1[N+](=O)[O-]
 : -6	-10	1.0	-2.5	4	-2	-0.4	-1.0	-5	16	104
NS(=O)(=O)c1ccc(CNC(=O)c2cc(-c3cccs3)nc3ccccc23)cc1
 : -10	-24	1.2	-0.5	-15	1	-2.2	1.8	2	3	110
Brc1ccccc1-n1nnc(-c2cnc3ccccc3c2)n1
 : -2	-11	1.5	4.2	-2	16	1.9	0.3	-20	-23	113
Cc1ccc(NC(=O)C(=O)NCCN2CCN(C(=S)Nc3ccccc3)CC2)cc1
 : 3	-1	2.0	0.0	3	-8	-2.1	-0.2	-8	0	100
O=C(Nc1ccc2c(c1)OCO2)C1CCN(S(=O)(=O)c2ccc3c(c2)OCCO3)CC1
 : 0	-8	2.8	-0.5	5	14	0.3	1.1	-2	3	98
CCN1CCCC1CNC(=O)C1CCN(Cc2nc(-c3cccc(Br)c3)oc2C)CC1 (centres undefined)
 : 147	8	·	-1.5	11	-9	-4.2	2.1	-16	7	158
